EBI2 antag = blocks human EBI2 receptor beta-arrestin signaling | P32249 | EBI2 beta-arrestin recruitment, luminescence, 7a,25-OHC stimulated | inhibition, % at 5 µM | hit rate 0.81% among 360,000 | AID 651636; in the data active means inhibition above about 38%;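 further: enzyme fragment complementation signal reports receptor beta-arrestin coupling in cells; 0% = agonist plus DMSO wells and 100% = wells without agonist; some results beyond the cut were filed as inactive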
CXCR6 block = inhibitors of human CXCR6 receptor; O00574; CHO-K1 PathHunter CXCR6 beta-arrestin, luminescence; inhibition, % at 20 µM; hit rate 0.36% among 360,000; AID 602244; in the data active means inhibition above about 34%, passing the limit was not always enough;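 further: antagonist mode with CXCL16 agonist at 10 nM final; 0% = 10 nM CXCL16 with DMSO and 100% = unstimulated wells without agonist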
697 NFkB inh = inhibitors of the PMA/ionomycin-induced NF-kB reporter in 697 B cells; 697 B-cell NF-kB luciferase reporter, 16 h; inhibition, % at 4 µM; hit rate 0.33% among 330,000; in the data active means inhibition above about 35%
Gli-Sufu antag = antagonists of Gli-Sufu signaling | Sufu-KO-LIGHT fibroblasts, Gli luciferase reporter luminescence | hit rate 0.74% among 340,000 | AID 588413 | inhibition, % at 5 µM;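 active means inhibition above about 55%, limit read from the data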;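 further: 0% = DMSO-treated cells and 100% = wells with medium but no cells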
UBC13 inh = blocks human UBC13 polyubiquitin chain formation; inhibition, % at 20 µM; hit rate 0.47% among 330,000; TR-FRET; P61088; in the data active means inhibition above about 45%, passing the limit was not always enough
Target sequence (P61088 whole entry, looked up): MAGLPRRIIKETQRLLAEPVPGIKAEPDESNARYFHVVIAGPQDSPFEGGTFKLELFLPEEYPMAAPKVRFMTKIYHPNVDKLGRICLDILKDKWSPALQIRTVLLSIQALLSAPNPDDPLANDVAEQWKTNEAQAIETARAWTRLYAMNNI
Jurkat NFkB inh = lowers PMA/ionomycin-induced NF-kB signal in Jurkat cells; PMA/ionomycin-induced NF-kB luciferase reporter, luminescence; inhibition, % at 4 µM; hit rate 0.53% among 330,000; AID 435003; in the data active means inhibition above about 50%
APJ antagonist = blocks the human apelin receptor APJ | P35414 | CHO-K1 APJ beta-arrestin complementation, luminescence | inhibition, % at 20 µM | hit rate 0.32% among 330,000;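 active means inhibition above about 40% at 20 µM, limit read from the data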;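 further: cells challenged with 10 nM apelin-13 agonist together with compound; plate controls were apelin-13 plus DMSO wells for no effect and DMSO wells lacking apelin-13 for full effect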
Target sequence (P35414 whole entry, looked up): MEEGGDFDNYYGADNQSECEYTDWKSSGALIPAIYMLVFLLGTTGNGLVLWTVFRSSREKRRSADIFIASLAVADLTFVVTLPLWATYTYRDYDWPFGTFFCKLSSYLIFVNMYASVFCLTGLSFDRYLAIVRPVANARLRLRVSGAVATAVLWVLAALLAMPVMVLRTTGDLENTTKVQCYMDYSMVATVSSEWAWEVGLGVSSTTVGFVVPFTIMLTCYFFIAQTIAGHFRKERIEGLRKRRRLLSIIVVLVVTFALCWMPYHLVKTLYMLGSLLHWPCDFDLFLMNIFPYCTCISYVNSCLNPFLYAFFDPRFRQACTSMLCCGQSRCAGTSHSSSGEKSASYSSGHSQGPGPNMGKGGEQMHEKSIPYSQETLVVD
CCR6 antag = blocks CCL20-driven beta-arrestin recruitment at human CCR6; P51684; CHO-K1 CCR6 PathHunter beta-arrestin, luminescence, CCL20-stimulated; inhibition, % at 20 µM; hit rate 0.49% among 340,000;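 active means compounds whose inhibition of the agonist-driven luminescence signal at 20 µM reaches about 50%, limit read from the data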;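 further: cells stimulated with CCL20 at 14 nM final; plate controls were DMSO with CCL20 for no effect and DMSO without agonist for full effect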
Target sequence (P51684 whole entry, looked up): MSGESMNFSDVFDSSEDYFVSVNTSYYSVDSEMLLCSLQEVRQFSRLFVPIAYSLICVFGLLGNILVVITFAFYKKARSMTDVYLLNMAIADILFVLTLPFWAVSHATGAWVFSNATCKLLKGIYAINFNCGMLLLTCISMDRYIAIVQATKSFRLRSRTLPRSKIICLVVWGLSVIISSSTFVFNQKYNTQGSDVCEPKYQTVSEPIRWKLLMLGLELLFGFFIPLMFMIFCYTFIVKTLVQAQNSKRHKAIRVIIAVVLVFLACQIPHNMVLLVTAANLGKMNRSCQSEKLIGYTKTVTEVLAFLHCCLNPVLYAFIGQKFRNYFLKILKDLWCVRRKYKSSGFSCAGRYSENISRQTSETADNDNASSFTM
* = called active by the depositor; . = no result given.

Under each structure – EBI2 antag, CXCR6 block, 697 NFkB inh, Gli-Sufu antag, UBC13 inh, Jurkat NFkB inh, APJ antagonist, CCR6 antag
- Nc1nnc(N)c2ccccc12
 : 7, -14, 5, -3, -2, -3, 12, 1
- CCc1c(C)nc(N)n2c(SCC(=O)N3CCCC(C)C3)nnc12 (stereo unspecified)
 : -3, -4, 10, -50, -8, -10, 1, -1
- O=C(c1cc2ccccc2oc1=O)N1CCOCC1
 : -2, 7, -25, -11, -3, -47, 11, 4
- C/C=C\C=C/C(=O)Nc1cccc(C2=NOC3(C2)C[C@@H](C(N)=O)N(C(=O)/C=C/C=C\C)C3)c1 (stereo partly specified)
 : -6, 1, 4, -3, 7, -4, -6, 11
- O=C(NCc1ccc(F)cc1)C1CC(=O)N(C2CCCCC2)C1 (stereo unspecified)
 : 0, 1, 20, -9, -1, -1, 9, 12
- CCn1c2c(c3ccc(OC)cc31)CCCC2=O
 : -1, 3, -8, 4, 16, 16, -7, -3
- CCN(CC)S(=O)(=O)c1ccc(Cl)c(C(=O)OC2CC(C)OC2=O)c1 (stereo unspecified)
 : -7, 3, 14, -13, 5, 10, 1, 8
- COc1ccc(Nc2cccccc2=O)cc1
 : -20, 0, -30, -34, -17, -19, 8, 3
- O=C(CN(Cc1cccs1)C(=O)CNS(=O)(=O)c1ccc(F)cc1)NCC1CCCO1 (stereo unspecified)
 : 1, 1, 8, -1, -5, 3, 2, 6
- COC(=O)c1c(NC(=O)COc2ncnc3ccccc23)sc(C)c1C
 : -2, 2, -32, -26, 38, 4, -6, -2
- Cc1ccc(OCc2nc3ccccc3n2C)cc1
 : -2, 4, -258, -87, -1, -195, 13, 6
- Cc1cccc(NC(=O)CN(C)S(=O)(=O)c2ccc(Cl)cc2)n1
 : -3, 2, 12, 3, -3, 3, 9, 14
- COC(=O)N1CCN(S(=O)(=O)c2ccc(F)cc2)CC1
 : -7, -9, 8, 0, 7, 10, -1, -18
- O=C(O)c1cc(Br)ccc1NS(=O)(=O)c1cccc2nsnc12
 : -11, 14, -8, 2, -7, -6, 7, 17
- COc1cc(/C=N/O)cc(Br)c1OCc1ccc(Cl)cc1
 : 0, 8, 21, -1, 1, -3, 6, 18
- Cc1cccc(CNCc2ccccc2)c1
 : -6, -1, 2, 3, 8, 9, -1, 11
- CC(=O)C1=C(O)C(CSCc2ccccc2)N(C)C1=O (stereo unspecified)
 : -4, 4, ., 5, ., ., ., 6
- CC1CCc2c(sc3nc(CN4CCOCC4)nc(N4CCc5ccccc5C4)c23)C1 (stereo unspecified)
 : 6, 0, -24, 6, 4, -2, 3, 17
- O=C(C1CCC(CNc2c(N3CCCCC3)c(=O)c2=O)CC1)N1CCc2ccccc2C1 (stereo unspecified)
 : -9, 7, 16, 21, 5, 15, -40, 4
- CCSc1cc(Cl)nc(N)n1
 : -5, 10, 7, 18, 16, 12, -9, -4
- COc1ccccc1N1CCN(C(c2cccs2)C(C)NS(=O)(=O)c2ccccc2)CC1 (stereo unspecified)
 : 42, 2, -6, 1, 1, 1, 3, 20
- Oc1ccc(C(c2nnnn2CCc2ccccc2)N2CCN(c3nc4ccccc4s3)CC2)cc1 (stereo unspecified)
 : 26, -5, 0, 8, -1, 0, -8, 12
- NC(=O)c1cc(C(=O)c2ccc(Cl)cc2Cl)c[nH]1
 : 0, -9, -7, -9, 2, 1, -7, 6
- COc1cc(/C=N/NC(=O)CN2CCCCC2)ccc1OCc1ccc(Br)cc1
 : 7, 16, -10, -68, 22, -115, 1, 18
- Cc1cc(=O)oc(C)c1C(=O)NCc1ccc(F)cc1
 : -4, 1, 17, 1, 0, 5, 10, 1
- Cc1ccc(NC(=O)c2ccc(Cl)c(N3C(=O)CCC3=O)c2)cc1
 : -1, 1, 19, 43, 4, 9, -3, 16
- COC(=O)C1=C(C(=O)c2ccccc2)C(c2ccc(O)c(OC)c2)n2nnnc2N1 (stereo unspecified)
 : -13, 7, 14, -15, -7, -14, -14, 21
- COc1ccc(CC(=O)NCC2(N3CCCCC3)CCCCC2)cc1
 : -6, 0, -3, 9, -1, -1, -9, 9
- CCOc1ccc(NC(=O)CSc2nc3nc(C)cc(C)n3n2)cc1
 : -10, -4, 1, 4, -9, 11, -16, -4
- Cc1ccccc1S(=O)(=O)Cc1ccc(C(=O)NCCCN(C)Cc2ccccc2)o1
 : 3, -13, 13, -8, 5, -4, 12, 5

Just UBC13 inh (four entries from above):
canonical_smiles	UBC13 inh
COC(=O)C1=C(C(=O)c2ccccc2)C(c2ccc(O)c(OC)c2)n2nnnc2N1 (stereo unspecified)	-7
COc1ccc(CC(=O)NCC2(N3CCCCC3)CCCCC2)cc1	-1
CCOc1ccc(NC(=O)CSc2nc3nc(C)cc(C)n3n2)cc1	-9
Cc1ccccc1S(=O)(=O)Cc1ccc(C(=O)NCCCN(C)Cc2ccccc2)o1	5

(continued)
Under each structure – EBI2 antag, CXCR6 block, 697 NFkB inh, Gli-Sufu antag, UBC13 inh, Jurkat NFkB inh, APJ antagonist, CCR6 antag
- CC(C)(C)n1nc2c(c1NC(=O)COc1ccc(F)cc1)CS(=O)(=O)C2
 : -5, 6, 15, -18, -2, -2, 8, 6
- COc1ccc2c(=O)c3ccccc3oc2c1
 : -11, 1, -53, -46, 5, -76, -20, 22
- COc1ccc(NC(=O)Cn2nnc(C(=O)NCc3ccc(C)cc3)c2N)cc1Cl
 : 18, -2, -1, -6, -4, -14, 15, 16
- Cc1nccn1CCc1nc(N)nc(N)n1
 : -3, -7, 13, -7, -15, -2, -6, -3
- N#C/C(=C(/O)CN1C(=O)c2ccccc2C1=O)c1nc2ccccc2[nH]1
 : -1, 9, 27, -5, -10, 5, 15, -2
- O=C1OC(Cc2ccccn2)C(O)=C1C1=NCCCCN1 (stereo unspecified)
 : 3, -1, -83, -47, -5, -51, 6, -3
- COc1ccc(CNC(=O)Cc2ccc(NC(=O)C3=C(C)OCCS3)cc2)cc1
 : -2, 8, -115, -90, 2, 11, -11, 2
- CCc1sc(C(=O)N2CCc3ccccc32)cc1C
 : 0, -9, -167, -112, 11, -192, 8, 9
- Cc1cc(OC(C)C(=O)NCc2ccncc2)c2c(C)c(C)c(=O)oc2c1 (stereo unspecified)
 : -5, -2, 12, -27, 10, 9, -34, 6
- CCS(=O)c1ccccc1C(=O)O (stereo unspecified)
 : -11, 10, -5, -39, -3, -2, 1, -1
- CCc1nc(N2CCCC2C(=O)O)c2oc3ccccc3c2n1 (stereo unspecified)
 : -12, -4, 10, -16, 3, -3, 11, -24
- CCCCNC(=O)N(O)C1N(/N=C/c2ccco2)C(=S)SC1(C)C (stereo unspecified)
 : -2, -1, 13, -1, -16, -12, -1, -8
- CC(C)CN(C(=O)CCC(=O)OC(C)C(=O)Nc1cccc(C#N)c1)c1c(N)n(CC(C)C)c(=O)[nH]c1=O (stereo unspecified)
 : -8, 0, 4, 2, 1, -2, -1, 5
- Nc1ccc(Sc2nnnn2-c2ccccc2)c(Cl)c1
 : -5, -3, 7, -10, 4, 8, 12, 0
- CC(=O)NS(=O)(=O)c1ccc(NC(=O)c2cc(-c3ccc(C)cc3)nc3ccccc23)cc1
 : -2, 3, 11, -2, -9, 0, 9, 13
- COc1ccccc1N1CCN(C2CCCN(Cc3cc(F)cc(F)c3)C2)CC1 (stereo unspecified)
 : 2, 3, -7, 19, 3, 9, 9, 12
- CCCN1CCC(NC(=O)Nc2cccc3ccccc23)CC1
 : -1, -9, 6, 6, 7, 7, -9, 12
- O=C(c1cc(COc2c(F)cccc2F)on1)N1CCc2ccccc2C1
 : -11, 5, 21, -2, 8, 12, -5, 8
- COc1ccc(NC(=O)Nc2ccccc2C(N)=O)cc1
 : 4, 2, -6, -5, 7, -7, -9, 15
- C=C[C@@H]1c2cc(C)ccc2N(S(=O)(=O)c2ccc(C)cc2)[C@H](c2ccccc2)C1(C#N)C#N
 : -1, 0, 7, 8, -12, -2, -16, 11

Two entries from above, with bars between the fields.
Structure | EBI2 antag | CXCR6 block | 697 NFkB inh | Gli-Sufu antag | UBC13 inh | Jurkat NFkB inh | APJ antagonist | CCR6 antag
CCCCNC(=O)N(O)C1N(/N=C/c2ccco2)C(=S)SC1(C)C (stereo unspecified) | -2 | -1 | 13 | -1 | -16 | -12 | -1 | -8
CC(C)CN(C(=O)CCC(=O)OC(C)C(=O)Nc1cccc(C#N)c1)c1c(N)n(CC(C)C)c(=O)[nH]c1=O (stereo unspecified) | -8 | 0 | 4 | 2 | 1 | -2 | -1 | 5

Continued.
Under each structure – EBI2 antag, CXCR6 block, 697 NFkB inh, Gli-Sufu antag, UBC13 inh, Jurkat NFkB inh, APJ antagonist, CCR6 antag
- O=C(NC(=S)NCCN1CCOCC1)c1ccc(F)cc1
 : 1, -3, 0, -27, 11, -4, -7, 7
- CCOC(=O)c1ccc(NC(=O)CC2OCCN(CC)C2=O)cc1 (stereo unspecified)
 : -5, -7, 12, 2, -7, 3, 9, 9
- CCc1nc2ccccc2c(C(=O)OCC(=O)C(C)(C)C)c1C
 : -16, 1, -13, 6, -1, -21, -24, 2
- CN(C(=O)CC1C(=O)NCCN1CC(c1ccccc1)c1ccccc1)C(C1CC1)C1CC1 (stereo unspecified)
 : -1, 15, -5, -7, 8, 4, 17, 5
- CCc1cc(=O)n2c([nH]c3ccccc32)c1C#N
 : 2, -5, 0, 2, -7, -7, -14, 9
- O/N=C/c1cc2ccccc2n1Cc1ccccc1F
 : 3, 1, -5, 31, 7, 3, 8, -10
- O=C(/C=C/c1ccc(F)cc1)c1ccc(N2CCOCC2)cc1
 : 66*, 0, -21, -15, -10, -15, 8, 24
- CCOc1ccc(NS(=O)(=O)c2ccc(C(=O)NCC(c3ccco3)N(C)C)cc2)cc1 (stereo unspecified)
 : -3, -2, -12, 10, -6, -9, 3, 3
- CC1=CC2=NC(=O)CC(C)(C(=O)N(CC(=O)NC3CCCC3)c3ccccc3F)N2C=C1 (stereo unspecified)
 : -15, -5, 10, 20, 8, 25, 11, -5
- CC1CCCCN1C(=O)c1ccc(COc2ccc([N+](=O)[O-])cc2)o1 (stereo unspecified)
 : 3, 6, -13, -11, 8, 15, -3, 10
- FC(F)(F)c1ccccc1CNCc1ccc2c(c1)OCO2
 : -11, 0, -3, 6, 4, 6, 6, 15
- O=C(c1ccc2c(c1)OCO2)N(Cc1ccco1)C1(C(=O)NC2CCCCC2)CCCCC1
 : 10, -15, 16, 17, -2, 6, 9, 7
- CCC(C)N(CCNC(=O)CC1Oc2ccccc2NC1=O)C1CCCCC1 (stereo unspecified)
 : -5, 6, -1, 6, -8, 3, 11, 16
- O=C1N=c2ccccc2=C1c1sc(Nc2cccc(O)c2)nc1O
 : 6, 20, 5, -14, -21, 3, 33, 34
- COc1ccc(OC)c(NC(=O)C23CC4CC(C2)CC(n2cnc(Br)n2)(C4)C3)c1
 : 5, -9, 20, 8, 1, -9, -3, -3
- CCOC(=O)C1(CC2CC2)CCN(Cc2cn[nH]c2-c2ccccc2)CC1
 : -1, -2, -33, 14, 8, 0, -1, 1
- Cc1n[nH]c(=O)c2c(NC(=O)CSc3nnc(-c4ccncc4)n3C)oc(C)c12
 : -5, 5, 16, -7, 2, 10, -14, 4
- O=C(O)C1C(c2ccccc2)c2ccccc2C(O)C1CO (stereo unspecified)
 : 0, -2, ., -4, ., ., ., -20
- CCOC(=O)c1ccc(N/C=C/C(=O)C(C)(C)C)cc1
 : 16, 2, -92, -72, 2, -149, 10, 19
- COc1ccccc1NC(=O)/C(=C\c1cccnc1)NC(=O)c1ccc(C)cc1
 : 1, -8, 7, 23, 0, 6, 9, 10

Screening data deposited in PubChem BioAssay by Sanford-Burnham Center for Chemical Genomics.
